Tau fluor counter: Counterscreen qHTS for Inhibitors of Tau Fibril Formation, Fluorescence Polarization. tau K18 P301L Alexa594 fluorescence, heparin fibrillization. Potency, µM (doses to about 57.7 µM), inactives show top-dose activity change, negative = decrease. 280,000 compounds, 0.93% hits. AID 1463, 2008; further: potency means the concentration at half of the fitted maximal effect; on the % scale 0 is the no-effect control and ±100 the full control effect; nearly all actives have a fitted effect of over 55% in size
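Human tau K18 P301L (15 uM unlabeled, 0.24 uM Alexa 594-labeled) in 100 mM sodium acetate pH 7 with 20 uM heparin, 6 hr at 37 C. ThT 30 uM added, 1 hr ambient; Alexa 594 FP and total fluorescence read at 555/632 nm.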
GLA spleen mod: qHTS Assay for Inhibitors and Activators of Human alpha-Galactosidase From Spleen Homogenate; 240,000 compounds, 0.008% hits; human spleen homogenate, 4MU-alpha-Gal fluorescence, 40 min; Alpha-galactosidase A (Homo sapiens), P06280; Potency, µM (doses to about 80 µM), for the others: at the highest dose activity change, negative = inhibition, most hits filed as inhibitors;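 further: potency means the concentration at half of the fitted maximal effect; 0% = enzyme with vehicle and -100% = no enzyme basal signal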
Target sequence (P06280 32-429 limits assumed): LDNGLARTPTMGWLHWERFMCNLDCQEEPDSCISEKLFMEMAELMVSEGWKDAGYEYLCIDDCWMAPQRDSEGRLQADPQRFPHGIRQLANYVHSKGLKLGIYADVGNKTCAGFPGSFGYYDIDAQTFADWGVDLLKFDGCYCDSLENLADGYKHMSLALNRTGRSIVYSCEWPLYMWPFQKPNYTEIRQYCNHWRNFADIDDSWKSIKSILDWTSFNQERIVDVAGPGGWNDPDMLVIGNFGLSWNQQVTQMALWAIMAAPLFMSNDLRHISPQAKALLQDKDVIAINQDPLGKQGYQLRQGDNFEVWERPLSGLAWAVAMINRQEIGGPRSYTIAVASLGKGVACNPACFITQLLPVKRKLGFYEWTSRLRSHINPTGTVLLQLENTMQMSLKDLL
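Spleen homogenate 1 ug + cpd (titration) + 4-MU-alpha-D-galactopyranoside 1 mM; 37C 40 min; 50 mM citrate/phosphate pH 5.0, 0.01% Tween-20; stop pH 10; fluorescence 365/440; AC50 via Hill.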
Tau fibril FP: qHTS for Inhibitors of Tau Fibril Formation, Fluorescence Polarization; K18 P301L tau heparin fibrillization, Alexa594 FP, 6 h; Potency, µM (series often up to 57.7 µM), inactives show at the top dose activity, negative = inhibition, actives largely listed as inhibitors; 280,000 compounds, 0.39% hits; AID 1468, 2008; further: potency means the concentration at half of the fitted maximal effect; on the % scale 0 is the no-effect control and ±100 the full control effect; nearly all actives have a fitted effect of over 55% in size
Target sequence (P10636 561-689 P618L limits assumed): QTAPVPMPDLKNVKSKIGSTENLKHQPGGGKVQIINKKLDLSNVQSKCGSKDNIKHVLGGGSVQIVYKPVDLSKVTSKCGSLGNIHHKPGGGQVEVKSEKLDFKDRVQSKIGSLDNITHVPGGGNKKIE
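Compound effects on tau fibrillization are measured by Alexa 594 fluorescence polarization (ex 555, em 632 nm). K18 P301L tau is used at 15 uM with 0.24 uM labeled tracer, and 20 uM heparin induces aggregation over 6 hr at 37 C.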
NPSR antagonist: qHTS Assay for Antagonists of the Neuropeptide S Receptor: cAMP Signal Transduction. Q6W5P4. CHO-NPSR cells, cAMP TR-FRET, antagonist mode. Potency, µM (doses to about 38.3 µM), for the others: at the top dose activity change, negative = inhibition, usual class: inhibitors. 220,000 compounds, 1% hits. AID 1461, 2008; further: potency means the concentration at half of the fitted maximal effect; on the % scale 0 is the no-effect control and ±100 the full control effect; nearly all actives have a fitted effect of over 50% in size; many of its hits are not listed in these tables
Target sequence (Q6W5P4 whole entry, looked up): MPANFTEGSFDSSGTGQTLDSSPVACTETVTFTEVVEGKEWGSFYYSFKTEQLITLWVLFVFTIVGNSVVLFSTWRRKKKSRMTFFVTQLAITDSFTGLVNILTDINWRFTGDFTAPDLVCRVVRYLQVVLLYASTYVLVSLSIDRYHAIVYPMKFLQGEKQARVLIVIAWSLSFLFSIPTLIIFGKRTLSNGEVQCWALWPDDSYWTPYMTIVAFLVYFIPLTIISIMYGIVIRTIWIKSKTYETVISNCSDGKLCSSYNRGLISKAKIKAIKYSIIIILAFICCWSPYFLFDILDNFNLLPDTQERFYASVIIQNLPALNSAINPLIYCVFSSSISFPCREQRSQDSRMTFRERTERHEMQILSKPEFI
TRb-SRC2 inh: qHTS for Inhibitors of the Interaction of Thyroid Hormone Receptor and Steroid Receptor Coregulator 2; Potency, µM (titrated, usually from 106 µM), for the others: at the top dose activity change, negative = inhibition, most hits filed as inhibitors; AID 1469, 2008; 280,000 compounds, 0.065% hits; TRbeta-SRC2 peptide binding, fluorescence polarization; receptor liganded with 1 µM T3; Thyroid hormone receptor beta (Homo sapiens), P10828;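 further: potency means the concentration at half of the fitted maximal effect; plate controls were bound peptide for no effect and peptide without receptor for full effect; nearly all actives have a fitted effect of over 50% in size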
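Human TRb LBD (0.6 uM) plus Texas Red-labeled SRC2 peptide (20 nM), 1uM T3, 5% DMSO, 5 hr at ambient temperature. Decreased polarization (555/632 nm) flags inhibition; data normalized to free and bound peptide controls.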
TexasRed fluor: Total Fluorescence Counterscreen for Inhibitors of the Interaction of Thyroid Hormone Receptor and Steroid Receptor Coregulator 2; 280,000 compounds, 0.29% hits; TRb/SRC2 Texas Red total fluorescence interference; AID 1479, 2009; Potency, µM (titrated, usually from 106 µM), without a hit: at the top dose fluorescence change, negative = quenching; active means well fitted curve in either direction with a large enough effect; inconclusive means small, poorly fitted or top-dose-only effect; further: potency means the concentration at half of the fitted maximal effect; on the % scale 0 is the no-effect control and ±100 the full control effect
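Human TRβ ligand-binding domain (0.6 uM) and Texas Red SRC2 peptide (20 nM) in Tris buffer with 1 uM T3 and 5% DMSO were incubated with pinned compound for 5 hr at ambient temperature. Total fluorescence was computed as S + 2P (555/632 nm).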
Epigenetic reg: Quantitative High-Throughput Screen for Regulators of Epigenetic Control; murine LDR cells, GFP reporter derepression, 30 h; Potency, µM (highest dose often 53.9 µM), without a hit: at the highest dose GFP activation, most hits filed as activators; 280,000 compounds, 0.2% hits; further: potency means the concentration at half of the fitted maximal effect; % of control where 0% means no effect; nearly all actives have a fitted effect of over 60% in size
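Derepression of a silenced CMV-GFP reporter in murine LDR cells is scored by enumerating GFP-positive cells with a laser-scanning microplate cytometer after 30 hours of treatment at 37 C.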
CBFb RUNX1 block: qHTS Assay for Compounds Blocking the Interaction Between CBF-beta and RUNX1 for the Treatment of Acute Myeloid Leukemia | AlphaScreen CBFb-His/RUNX1-biotin binding, biochemical | Potency, µM (top dose mostly 59.8 µM), inactives show at the highest dose activity, negative = inhibition, hits mostly inhibitors | 230,000 tested, under 10 active; further: % of control where 0% means no effect
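Read-out: AlphaScreen. Format: His-CBF-beta with biotinylated RUNX1 (30 nM each) preincubated 20 min, compound 15 min, Ni-chelate plus streptavidin beads 90 min; room temperature throughout.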
Starred values were filed as active, the others as inactive; ? = inconclusive; nt = no result given; [ ] = another dose, or the depositor's remark. Unless noted, the call rests on the fitted dose curve; in most records, active means well fitted curve in the direction sought with a large enough effect; inconclusive means small, poorly fitted or top-dose-only effect, or another doubt; inactive means no such curve, though single readings can be large; an effect the other way counts as inactive or inconclusive.

Values run as follows: Tau fluor counter	Epigenetic reg	TRb-SRC2 inh	NPSR antagonist	CBFb RUNX1 block	GLA spleen mod	Tau fibril FP	TexasRed fluor
- CCCC(=O)c1ccc(N2CCN(C(=O)c3ccc(Br)cc3)CC2)c(F)c1
→ -10%	-1.1%	0%	-27%[46.1 µM]	4%	-8%	3%	-10%
- COc1ccc2[nH]c(=O)c(CN(Cc3ccco3)C(c3nnnn3Cc3ccccc3)C(C)C)cc2c1 (stereo not given)
→ ?	-4.2%	-2%	?	-11%	7%	-10%	-1%
- CCCC(=O)N(CC(=O)Nc1sc(C)c(C)c1C(N)=O)Cc1ccccc1
→ -16%	1.1%	-1%	-2%	15%	7%	-2%	-2%
- CSc1nnc2c(n1)c(C)nn2-c1ccc(C)cc1
→ 6%	0.0%	-15%	9%	-20%	2%	-8%	1%
- O=C(CCS(=O)(=O)c1ccc(Cl)cc1)NCCc1c[nH]c2ccccc12
→ -19%	-7.5%	2%	-1%	0%	7%	8%	-3%
- C/C(=N\NC(=O)Nc1ccccc1)c1ccccc1
→ -5%	1.0%	-1%	8%[46.1 µM]	0%	-7%	-8%	1%
- O=C1CCCN1CCCn1cnc2c([nH]c3ccc(F)cc32)c1=O
→ -9%	-1.1%	-4%	-6%[46.1 µM]	13%	7%	12%	0%
- CCc1ccc(CNC(=O)C2Cc3cc(S(=O)(=O)N4CCCCCC4)ccc3N2C(C)=O)cc1 (stereo not given)
→ 0%	4.1%	-5%	nt	nt	nt	7%	-2%
- COc1ccc(S(=O)(=O)N2CCC(C(=O)NCC3CCCO3)CC2)cc1C (stereo not given)
→ -10%	0.0%	-6%	-2%[46.1 µM]	-2%	-8%	4%	-7%
- Cc1cc(N2CCC(C)CC2)nc(-n2nc(C)cc2C)n1
→ 2%	1.8%	-23%	-1%[46.1 µM]	-2%	-1%	8%	-1%
- COC(=O)c1ccccc1NC(NC(=O)c1ccco1)C(=O)c1ccccc1 (stereo not given)
→ -17%	1.6%	-9%	-21%[46.1 µM]	-3%	3%	-3%	-2%
- CCOC(=O)N1CCC(=NNS(=O)(=O)c2cccc([N+](=O)[O-])c2)CC1
→ -6%	3.9%	-24%	-2%[46.1 µM]	-13%	-15%	2%	1%
- C=CCNC(=O)CN(c1ccccc1OCC)S(=O)(=O)c1ccc(C)cc1
→ -7%	-1.0%	-1%	-6%[46.1 µM]	-8%	-9%	-1%	0%
- COc1ccc(C2CC(=O)Nc3c2c(=O)nc2c(C)cccn32)cc1OC (stereo not given)
→ 9%	0.8%	1%	nt	nt	nt	7%	-1%
- CCOC(=O)C=Nc1c(N)n(C)c(=O)n(C)c1=O
→ -5%	-5.1%	3%	11%	-2%	-6%	-18%	1%
- CCOC(=O)N1CCC(NC(=O)c2cnn3ccccc23)CC1
→ 1%	-0.8%	-4%	-3%[46.1 µM]	10%	1%	-11%	2%
- O=C(O)c1ccc(N=NN2CCCCC2)cc1
→ -2%	-1.4%	-7%	-5%	-1%	5%	-3%	-1%
- CCN(CC)CCNC(=O)C(C)c1nn(CC)c(=O)c2ccccc12 (stereo not given)
→ 3%	4.7%	-5%	13%[46.1 µM]	-10%	4%	4%	-7%
- Cc1ccc(C(=O)NC(C)C(c2cccs2)N2CCCC2)s1 (stereo not given)
→ -1%	-1.5%	4%	7%	-2%	-8%	-13%	-6%
- COc1ccc(CN2CCN(c3ccccn3)CC2)c(OC)c1
→ 8%	1.6%	0%	0%[46.1 µM]	-1%	-3%	2%	-1%
- O=C(Nc1nc(-c2ccco2)c(-c2ccco2)s1)C1CC(=O)N(c2ccc3c(c2)OCCO3)C1 (stereo not given)
→ ?	-0.9%	27%	-13%[46.1 µM]	nt	-4%	?	25µM*[quencher]
- COc1ccc(OCCCC(=O)Nc2nc(-c3ccccn3)cs2)cc1
→ -18%	-1.4%	2%	-27%	nt	1%	-12%	-5%
- Cc1nnc(N(Cc2ccco2)C(=O)c2ccno2)s1
→ -3%	-0.7%	-6%	2%[46.1 µM]	-1%	10%	-8%	1%
- COc1cccc2cc(C(=O)C3=C(O)C(=O)N(Cc4ccco4)C3c3cccnc3)oc12 (stereo not given)
→ 1%	0.0%	-2%	7.9µM*	9%	-4%	-4%	-3%
- O=[N+]([O-])c1ccccc1NCc1ccccc1Cl
→ -7%	-1.0%	-8%	-11%	?	-9%	-8%	-5%
- Cc1ccc2sc(NC(=O)CSc3nc(C)cc(C)c3C#N)nc2c1
→ ?	1.9%	1%	-23%[46.1 µM]	12%	-2%	-12%	-3%
- Cc1cccc(C(=O)Nc2ccccc2OCc2cc(=O)n3c(C)csc3n2)c1
→ -6%	1.1%	6%	nt	nt	nt	-5%	-2%
- C=CCNCc1cccn1-c1ccccc1
→ 1%	0.0%	-4%	1%[46.1 µM]	2%	0%	4%	-4%
- Oc1ccc(/C=N/Nc2cc(N3CCCC3)nc(N3CCCC3)n2)cc1
→ 18µM*[quencher]	?	-11%	-24%[46.1 µM]	-1%	-3%	3%	-1%
- CCOc1ncccc1C(=O)OCC(=O)Nc1cc(C)ccc1C
→ -1%	2.7%	-4%	-11%[46.1 µM]	4%	-4%	4%	1%
- COC(=O)CC1C(C)(C)C2(O)OC34CC2C(=O)[C@@]1(C)C3CC[C@]1(C)C4=CC(=O)OC1c1ccoc1 (stereo not given in full)
→ -8%	0.0%	-6%	nt	12%	6%	-2%	1%
- CC(=O)OC(C(=O)NC1CCCCC1)c1ccncc1 (stereo not given)
→ -2%	0.0%	-1%	2%[46.1 µM]	-3%	-1%	-3%	1%
- COc1ccc(C(=O)COC(=O)c2ccccc2NS(=O)(=O)c2ccc(O)c([N+](=O)[O-])c2)cc1
→ -30%	1.1%	-1%	?	-12%	1%	10%	-4%
- CCCN(CCC)CC(O)Cn1cc(/C=C/C(=O)c2ccc(C)cc2)c2ccccc21 (stereo not given)
→ ?	3.5%	13%	nt	nt	nt	-12%	-5%
- N=C(N)N1CCc2ccccc21
→ 9%	2.1%	-5%	9%	10%	-3%	5%	-6%
- CCn1c(/C=C2\C(=O)N(C)c3ccccc32)nc2ccccc2c1=O
→ -11%	-0.9%	2%	-7%[46.1 µM]	-6%	-4%	-1%	3%
- CCOC(=O)C1(CCOC)CCN(Cc2cnc(-c3cccc(C)c3)nc2)CC1
→ -8%	-1.2%	-4%	11%	12%	2%	-2%	3%
- O=C(N1CCOCC1)C1(c2ccccc2)CCCCC1
→ -6%	-2.1%	-3%	-8%[46.1 µM]	8%	6%	0%	3%
- O=S1(=O)c2ccccc2N(Cc2ccccc2)c2ccccc21
→ -22%	1.5%	-2%	nt	nt	nt	-10%	-3%
- Cc1cc(NC(=O)C2CCN(S(=O)(=O)Cc3ccccc3)CC2)ccc1-n1cnnn1
→ -6%	0.8%	6%	-3%[46.1 µM]	-1%	6%	-3%	-3%
- O=C(CSc1ncnc2nc[nH]c12)NCCc1ccccc1
→ 3%	0.7%	-4%	-27%[46.1 µM]	4%	-5%	0%	-2%
- c1ccc(-c2noc(-c3ccc4ccccc4c3)n2)cc1
→ -11%	-1.1%	-4%	-4%[46.1 µM]	4%	0%	-3%	2%
- Cc1sc(NC(=O)CN2CCOCC2)c(C(=O)c2ccccc2)c1C
→ -1%	0.0%	-10%	8%[46.1 µM]	-11%	7%	5%	-2%
- CC(=O)N1CCc2cc(S(=O)(=O)NC(C(=O)NCc3ccccc3)C(C)C)ccc21 (stereo not given)
→ -12%	-2.0%	3%	-10%[46.1 µM]	9%	6%	0%	-2%
- COc1ccccc1Nc1nc(-c2ccc3c(c2)NC(=O)CO3)cs1
→ 11µM*[quencher]	-1.3%	-3%	-4%	-18%	2%	6%	-8%
- COC(=O)c1c(C)nn(-c2ccc(F)c(Cl)c2)c1-c1cc(C)on1
→ -18%	-0.3%	-4%	43%	1%	6%	1%	-5%
- CCN(CC)c1ccc2c(c1)CCCN2
→ ?	?	?	-41%	?	14%	?	-2%
- COc1cccc(/C=N/NC(=O)CNC(=O)c2cccs2)c1O
→ 7%	3.8%	-5%	-2%	22%	5%	6%	-1%
- Cc1ccc(Cl)cc1N1CCN(C(=O)C2CCCN(S(=O)(=O)c3cnc[nH]3)C2)CC1 (stereo not given)
→ -3%	0.0%	0%	5%	1%	-2%	-1%	1%

3 compounds already listed, arranged by number of heavy atoms, rising.
Values run as follows: Tau fluor counter	Epigenetic reg	TRb-SRC2 inh	NPSR antagonist	CBFb RUNX1 block	GLA spleen mod	Tau fibril FP	TexasRed fluor
- CCN(CC)c1ccc2c(c1)CCCN2
→ ?	?	?	-41%	?	14%	?	-2%
- COc1ccccc1Nc1nc(-c2ccc3c(c2)NC(=O)CO3)cs1
→ 11µM*[quencher]	-1.3%	-3%	-4%	-18%	2%	6%	-8%
- COC(=O)CC1C(C)(C)C2(O)OC34CC2C(=O)[C@@]1(C)C3CC[C@]1(C)C4=CC(=O)OC1c1ccoc1 (stereo not given in full)
→ -8%	0.0%	-6%	nt	12%	6%	-2%	1%

High-throughput results (PubChem BioAssay)

A portion of the library (hit frequency here may not be typical).
